MsrA act: activators of bovine methionine sulfoxide reductase A; AID 602163; activation, % at 10.6 µM; 360,000 tested, 0.3% active; purified bovine MsrA, absorbance read-out; in the data active = activation above about 7.5%;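 also: 0% = vehicle and 100% = reference activator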
Rin1-Abl PPI inh: blocks binding of human Rin1 to Abl; P00519+Q13671; TR-FRET Rin1/Abl binding, biochemical; inhibition, % at 7.35 µM; 360,000 tested, 0.4% active; AID 588664; in the data active = inhibition above about 5%, passing the limit was not always enough
TbMetRS inhib: blocks T. brucei methionyl-tRNA synthetase activity. purified T. brucei MetRS, ATP depletion, Kinase-Glo luminescence. inhibition, % at 11.9 µM. 360,000 tested, 0.4% active;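 active = inhibition above a per-plate cutoff of the control wells' mean inhibition plus 3 SD, cut at about 5.5% in these data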;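 also: 0% = DMSO wells median and 100% = median of wells with control inhibitor compound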
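Test system: purified T. brucei MetRS enzyme. Also added: ATP, methionine and E. coli bulk tRNA substrates. Compound: 11.9 µM single point. Schedule: 15 min enzyme-compound preincubation, 2 h reaction, 10 min detection, 25 °C. Signal: luciferase luminescence of residual ATP, Kinase-Glo. Evaluation: percent inhibition versus plate control medians. Controls: DMSO wells, low control.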
Neddyl block: inhibitors of human cullin neddylation. TR-FRET cullin neddylation, biochemical. calls only at 25 µM. 360,000 tested, 0.58% active. AID 651699; in the data active = inhibition above about 36%
Target sequence (P61081 whole entry, looked up): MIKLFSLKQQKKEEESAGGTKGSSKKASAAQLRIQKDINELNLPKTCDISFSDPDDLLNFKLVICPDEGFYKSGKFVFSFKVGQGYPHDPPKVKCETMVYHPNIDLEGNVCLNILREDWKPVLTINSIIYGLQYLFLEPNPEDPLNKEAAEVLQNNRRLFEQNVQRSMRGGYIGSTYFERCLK
Target sequence (Q13564 whole entry, looked up): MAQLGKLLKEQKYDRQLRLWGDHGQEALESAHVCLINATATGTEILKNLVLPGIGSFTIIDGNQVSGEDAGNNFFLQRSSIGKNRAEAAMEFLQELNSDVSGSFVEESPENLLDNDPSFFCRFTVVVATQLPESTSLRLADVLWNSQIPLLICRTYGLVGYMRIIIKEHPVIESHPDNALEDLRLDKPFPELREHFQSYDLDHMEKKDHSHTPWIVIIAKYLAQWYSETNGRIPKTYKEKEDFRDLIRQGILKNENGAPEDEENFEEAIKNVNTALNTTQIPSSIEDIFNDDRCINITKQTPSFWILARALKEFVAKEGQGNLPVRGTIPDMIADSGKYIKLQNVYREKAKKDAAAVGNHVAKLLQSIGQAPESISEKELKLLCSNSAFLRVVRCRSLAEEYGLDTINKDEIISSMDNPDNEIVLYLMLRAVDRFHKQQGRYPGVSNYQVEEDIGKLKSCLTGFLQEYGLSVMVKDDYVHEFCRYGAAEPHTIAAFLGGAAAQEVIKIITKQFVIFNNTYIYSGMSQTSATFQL
CSN inh: blocks human CSN-mediated cullin deneddylation | Q92905 | Purified CSN, SCF-Nedd8-OG deneddylation, fluorescence polarization | inhibition, % at 12.5 µM | 360,000 tested, 0.38% active;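 active = pattern-corrected inhibition above about 35%, with an unprinted fluorescence ratio check between 0.5 and 1.5, limit read from the data, passing the limit was not always enough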;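 also: 0% = enzyme with substrate and 100% = substrate without enzyme; some results filed as inactive read as strong as hits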
Target sequence (Q92905 whole entry, looked up, one chain of several): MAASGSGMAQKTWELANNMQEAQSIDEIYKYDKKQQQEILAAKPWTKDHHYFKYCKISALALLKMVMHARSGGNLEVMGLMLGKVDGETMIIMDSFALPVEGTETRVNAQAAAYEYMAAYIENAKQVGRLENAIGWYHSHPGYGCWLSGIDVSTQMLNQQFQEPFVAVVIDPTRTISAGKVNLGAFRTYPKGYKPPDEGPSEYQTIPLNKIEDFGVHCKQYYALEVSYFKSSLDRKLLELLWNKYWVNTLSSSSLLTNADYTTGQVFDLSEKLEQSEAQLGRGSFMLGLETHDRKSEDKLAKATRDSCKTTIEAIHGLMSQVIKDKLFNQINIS
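Schedule: reaction 90 min, room temperature / Assay system: HEK293T-derived human Csn5 enzyme / Input: Csn5 at 0.24 nM final / Measure: inhibition of Csn5 cleavage, % / Control set: substrate-only high control, full reaction low control / Technique: fluorescence polarization of the substrate / Buffer or medium: Tris/NaCl/DTT buffer, pH 7.5 / Reagent: SCFSkp2-Nedd8OG substrate at 10 nM final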
eLon inh: inhibitors of E. coli Lon protease. 360,000 tested, 0.42% active. AID 602123. inhibition, % at 7.94 µM. purified E. coli Lon protease, fluorescence polarization. P0A9M0; in the data active = inhibition above about 13%, passing the limit was not always enough;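 also: 0% = enzyme with probe and DMSO and 100% = no enzyme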
MsrA inhibitor: bovine MsrA inhibition. 360,000 tested, 0.75% active. purified bovine MsrA, absorbance read-out. inhibition, % at 15.5 µM. AID 651718; in the data active = inhibition above about 4.5%;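 also: 0% = vehicle wells with enzyme and 100% = reference inhibitor wells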
FAS TE block: blocks the thioesterase domain of human fatty acid synthase; P49327; recombinant FAS-TE, OMFH fluorogenic substrate, fluorescence endpoint; inhibition, % at 15 µM; 360,000 tested, 0.67% active;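 active = compounds whose normalised, plate-corrected inhibition of enzyme fluorescence in the single-dose primary screen is 50% or more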;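 also: 0% = DMSO with enzyme and 100% = substrate without enzyme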
MLLE-PAM2 inh: inhibitors of microRNA-mediated deadenylation, human PABP1 MLLE binding | P11940 | GST-MLLE / FITC-PAM2 fluorescence polarization | inhibition, % at 20 µM | 360,000 tested, 0.36% active | AID 588489; in the data active = inhibition above about 35%, passing the limit was not always enough;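 also: plate controls were DMSO wells with GST-MLLE for no effect and wells lacking GST-MLLE protein for full effect; some results filed as inactive read as strong as hits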
An asterisk follows results filed as active; i = inactive; . = not tested or not shown; + = active, no number.

SMILES	MsrA act	Rin1-Abl PPI inh	TbMetRS inhib	Neddyl block	CSN inh	eLon inh	MsrA inhibitor	FAS TE block	MLLE-PAM2 inh
O=C(Nc1nc2c(s1)CN(Cc1ccccc1)CC2)C1CCCC1	-2	-2	-0.5	i	11	-1	0.6	-12	-14
COc1ccc(S(=O)(=O)N2c3ccccc3OCC2CC(=O)O)cc1 (centres undefined)	-1	2	0.2	i	1	1	-0.3	-3	-1
CN(C)c1ccc(C2SCCN2C(=O)c2ccc([N+](=O)[O-])cc2)cc1 (centres undefined)	-8	-2	-0.4	i	-8	-1	1.3	8	30
C#CCN(N(C)c1ncc(C(F)(F)F)cc1Cl)S(=O)(=O)c1ccc2ccccc2c1	-7	0	0.1	i	0	-4	-0.2	28	-9
O=C(COC(=O)C(Cc1ccccc1)NC(=O)c1ccc(Cl)cc1)c1ccc(Cl)cc1 (centres undefined)	-3	0	-0.1	i	-3	0	1.9	44	-1
CCSc1nnc(Cn2c(=O)sc3ccccc32)n1-c1ccccc1C	0	3	0.0	i	-7	5	0.9	-2	-36
CCCCc1ccc(S(=O)(=O)NC2CCS(=O)(=O)C2)cc1 (centres undefined)	-4	-1	0.1	i	1	-2	-0.4	-1	3
CC(C(=O)Nc1cccc([N+](=O)[O-])c1)n1nnc2ccccc21 (centres undefined)	-9	-3	20*	i	0	-15	-0.3	8	15
CNc1cnc(-c2ccc(C(=O)N3CCOCC3)cc2)cn1	-2	-3	-0.1	.	-4	-12	1.6	-4	-6
CC(=O)c1cccc(NS(=O)(=O)c2cc(-c3cnc(C4CC4)o3)ccc2C)c1	-3	4	0.1	i	-1	0	-0.8	5	-12
O=C(c1ccccc1F)N1CCOCC1	-2	1	-0.9	i	4	5	0.4	-7	-3
C[C@@H]1CN([C@H](C)CO)C(=O)CCCn2nncc2CO[C@H]1CN(C)C(=O)c1cc(-c2ccccc2)on1	-4	5	-0.9	i	0	-1	1.0	-8	-6
O=C(O)c1ccccc1-c1ccc(/C=c2\sc3nc4cc(Br)cnc4n3c2=O)o1	-8	5	0.1	i	186*	-45	.	-5	-125
Cc1ccc(C(=O)COC(=O)c2cn(-c3ccccc3)nc2-c2ccccc2)cc1[N+](=O)[O-]	-3	-2	0.4	i	4	1	1.7	43	-14
COc1ccc(C(CNC(=O)c2cc3ccccc3cc2O)N2CCOCC2)cc1 (centres undefined)	-1	-3	5.5	i	-1	-1	-0.3	4	-4
CCO[C@H]1OC(C(=O)N2CCOCC2)=C[C@@H](c2coc3ccccc3c2=O)[C@@H]1CCCO	-4	4	-0.4	i	0	-5	-0.1	-8	3
CCOC(CNC(=O)c1[nH]c(C(F)(F)F)nc1-c1ccccc1)OCC	-2	-1	-0.6	i	3	-14	-1.1	-6	-4
COc1ccc(CCNC(=O)c2ccccc2NS(=O)(=O)c2c(F)cccc2F)cc1	-1	-1	-0.2	i	-1	-5	1.0	4	-11
CC1(c2ccccc2)NC(=O)N(CC(=O)NCCC2=CCCCC2)C1=O (centres undefined)	-6	3	-0.2	i	-2	-7	-0.1	2	-8
Cc1cc(C)c(C(O)c2ncc(-c3cccc(F)c3)[nH]2)c(C)c1 (centres undefined)	-5	-3	-0.1	i	3	-3	-1.2	5	-10
Cc1cccc(OC(C)C(=O)Nc2ccccc2C(=O)N2CCCCC2)c1 (centres undefined)	-2	0	-0.1	i	-1	-8	0.0	-3	-8
c1ccc(C[C@H]2CN=C(Nc3ccccc3)N2CCCC2CCCCC2)cc1	-4	2	-0.3	i	-1	-4	-1.4	-99	9
C=CCOc1cccc(C(=O)N2CCCC(Nc3ccc4c(c3)OCCO4)C2)c1 (centres undefined)	-2	4	0.3	i	2	-15	0.0	-1	11
CC(NC(=O)c1ccc(F)cc1)c1ccccc1 (centres undefined)	0	-1	0.0	i	-2	-1	0.3	-6	1
CCOC(=O)C1=C(C)NC(=S)NC1/C=C/c1ccccc1 (centres undefined)	-1	-2	0.6	i	-4	-15	-0.3	-3	-132
COc1ccc(OC)c(NC(=O)Nc2cc(C(=O)O)ccc2C)c1	-5	4	-0.4	i	2	-6	0.3	-11	2
O=C(C1=NOC2(C1)C(=O)N(Cc1ccccc1)c1ccccc12)N1CCOCC1 (centres undefined)	-1	.	0.2	i	-1	-2	0.1	-7	.
COCCCNC(=O)c1c(N)n(-c2ccc3c(c2)OCO3)c2nc3ccccc3nc12	0	0	-0.7	i	1	3	1.3	-3	8
Cc1cccc(OCC(=O)N(Cc2ccc(N(C)C)cc2)C2CCS(=O)(=O)C2)c1 (centres undefined)	-9	0	-1.4	i	3	2	1.1	3	8
COc1ccc(N2CCN(C(=O)CCCN3C(=O)c4cccc5cccc(c45)C3=O)CC2)cc1	2	-5	0.5	i	5	-3	0.7	9	-11
COc1ccc(NC(=O)C(C)Sc2nnc3c4c(nc(-c5ccc(OC)cc5)n23)CC(C)(C)OC4)cc1 (centres undefined)	-2	1	-0.9	i	2	-3	-0.7	3	-2
COc1ccc(CCN=C(N)NS(=O)(=O)c2ccccc2)cc1	-10	0	-0.9	i	-10	17	0.4	-6	5
O=C(Cn1ncc2c(=O)oc3ccccc3c21)N1CCN(C(=O)c2ccco2)CC1	-9	1	-0.8	i	-3	4	-0.2	-16	1
CNC(=O)C(=O)NCC1OCCCN1S(=O)(=O)c1cccs1 (centres undefined)	-4	1	-0.5	i	-9	-8	-0.2	-10	-7
CCCc1cc(=O)oc2c(C)c(OCC(=O)Nc3ccc(CN4CCOCC4)cc3)ccc12	-9	-4	-0.8	i	0	-1	1.5	6	-3
O=c1ccc2cc([N+](=O)[O-])c(CCO)cc2o1	-2	0	-0.4	i	2	-18	0.5	-9	-3

Look-ups from the list.
In MsrA inhibitor, O=c1ccc2cc([N+](=O)[O-])c(CCO)cc2o1 reads 0.5
In MLLE-PAM2 inh, CCCc1cc(=O)oc2c(C)c(OCC(=O)Nc3ccc(CN4CCOCC4)cc3)ccc12 reads -3

Given as a markdown table: entries from further up
| structure | MsrA act | Rin1-Abl PPI inh | TbMetRS inhib | Neddyl block | CSN inh | eLon inh | MsrA inhibitor | FAS TE block | MLLE-PAM2 inh |
| --- | --- | --- | --- | --- | --- | --- | --- | --- | --- |
| CC(C(=O)Nc1cccc([N+](=O)[O-])c1)n1nnc2ccccc21 (centres undefined) | -9 | -3 | 20* | i | 0 | -15 | -0.3 | 8 | 15 |
| CNc1cnc(-c2ccc(C(=O)N3CCOCC3)cc2)cn1 | -2 | -3 | -0.1 | . | -4 | -12 | 1.6 | -4 | -6 |

Following part
SMILES	MsrA act	Rin1-Abl PPI inh	TbMetRS inhib	Neddyl block	CSN inh	eLon inh	MsrA inhibitor	FAS TE block	MLLE-PAM2 inh
C[C@H](CO)N1C[C@H](C)[C@@H](CN(C)Cc2ccc(C(=O)O)cc2)Oc2c(NS(=O)(=O)c3cccs3)cccc2C1=O	-3	0	-0.2	i	-1	1	-0.7	-14	1
COC(=O)[C@@]12C[C@@H](CC(=O)NCCCN3CCCC3=O)C(=O)N(Cc3ccco3)C1=CCC(C)(C)C2	.	.	0.1	i	-1	.	1.3	.	.
Nc1nc(NC(=O)c2ccc(Cl)cc2)nn1-c1ccccc1	-1	-3	-0.1	i	0	-3	0.0	-9	-17
COC(=O)CNC(=O)C(NC(=O)OCc1ccccc1)C(C)C (centres undefined)	-4	4	1.3	i	-2	4	0.3	-2	-4
COCC(=O)OCC(=O)Nc1cc(C)c(C)cc1[N+](=O)[O-]	-12	2	-0.9	i	3	0	0.1	-2	7
C=CCN1C(=O)c2ccccc2Sc2ccc(C(=O)NCCC)cc21	-3	0	-0.5	i	0	-7	-0.4	-1	1
CN(C(=O)c1cccc(NC(=O)Cc2cccc(NC(=O)C3CCCN(C(=O)C4CCC4)C3)c2)c1)C1CC1 (centres undefined)	4	-4	0.2	i	4	-8	0.6	-6	1
CCN1/C(=C/c2ccc3cccc(C)c3[n+]2CC)Sc2ccccc21	-12	-39	0.0	i	54*	-141	-0.6	-34	-182
Cc1ccsc1/C=N/Nc1nc(Cl)c(Cl)cc1Cl	2	0	-0.5	+	-4	-4	1.1	3	-9
CCOC(=O)C(=O)Nc1cc(C)nn1-c1nc2ccccc2[nH]1	-2	-1	0.2	i	1	-4	-0.7	-1	-11
Cc1cc(C)nc(N2CCC(C(=O)NCC3CCCCC3)CC2)n1	-1	-1	-0.1	i	-10	5	.	-3	4
O=[N+]([O-])c1ccc2c(c1)OCCOCCOCCOCCOCCOCCO2	-9	0	-0.7	i	1	4	1.2	-5	7
Fc1cccc(F)c1C(Nc1nncs1)Nc1nncs1	-7	.	-0.7	i	-2	1	-0.4	-5	.
COc1ccc(Nc2ncnc3c2cnn3Cc2ccc(C)cc2)cc1	-3	-2	0.1	i	0	8	1.4	13	9
O=C(O)C1Nc2c(O)cc(Cl)c([N+](=O)[O-])c2C2C=CCC12 (centres undefined)	-7	14*	0.3	i	83	-9	3.9	8	19
c1cncc(-c2nnc(-c3ccco3)o2)c1	0	2	-0.5	.	-2	-1	1.3	-9	0
NC(=O)c1ccc(NC(=O)COC(=O)CC23CC4CC(CC(Br)(C4)C2)C3)cc1	-11	6	-0.4	i	-2	-3	0.6	10	-5
CCN(CC)CCC(c1cc(OC)c(OC)c(OC)c1)c1c(OC)cc(OC)c2c(C)cc(=O)oc12 (centres undefined)	-3	0	0.0	i	-3	4	0.3	0	3
COc1ccc(-c2nnc(SCC(=O)Oc3ccc(C)cc3)o2)cc1	-5	3	-0.7	i	5	-8	1.1	-3	1
Cc1cc(-c2csc(N)n2)c(C)n1-c1ccccc1	-10	5	-0.3	i	10	-7	1.6	-44	-12
Cn1ccnc1C(O)(c1ccccc1)c1nccn1C	-4	-2	0.3	i	-3	-3	0.4	-3	0
Nc1n[nH]c2c1C1(CCCC1)Cc1ccccc1-2	-2	2	-3.2	i	2	-19	-0.4	-5	5
CSc1nnc(-c2cccc(C)c2)n1N	-12	-4	-0.5	i	6	2	-0.8	4	-19
CCOC(=O)C1CCC(CNCc2ccccc2C)CC1 (centres undefined)	0	-3	-0.4	i	4	-12	-0.5	-1	17
CCn1c(SCC(=O)OC)nnc1-c1ccccc1	-8	2	-0.8	i	5	-2	1.5	1	-15
CC(NC(=O)CN1C(=O)c2ccccc2C1=O)c1ccccc1 (centres undefined)	-7	-1	-0.8	i	1	4	0.6	-7	-12
COc1ccc(C)cc1NC(=O)c1ccc(N(C)S(C)(=O)=O)cc1	-9	0	-1.2	i	-3	-4	-0.5	-7	10
CN(CCCN1CCOCC1)C(=O)c1cc(COc2c(F)cccc2F)on1	0	2	-0.4	i	1	1	-0.7	-7	-8
CC(C)(C)OC(=O)NCCCCCNC(=O)c1[nH]cnc1C(=O)N[C@@H](CCCCNC(=O)OC(C)(C)C)C(=O)OC(C)(C)C	0	1	-0.3	i	4	5	.	68*	-6
CC(C)N1CCc2c(sc(NC(=O)c3nc4ccccc4s3)c2C(N)=O)C1	-3	-2	0.0	i	17	-15	0.7	-5	-65
CC(C)(C)OC(=O)N1Cc2ccccc2C[C@H]1C(=O)NCC(=O)NC1CCCC1	-4	-1	-0.6	i	0	-4	0.9	-5	-10
O=C(Nc1ccc(Cn2cccn2)cc1)c1ccc(COc2ccc(Br)cc2)cc1	-4	-6	-0.5	i	1	4	0.0	-9	0
CCc1cc(-c2n[nH]c(=S)n2CC(C)C)cs1	0	-1	-0.3	i	31	7	-0.1	-6	12
COc1ccc(C(C)(C)C)cc1NC(=O)c1ccccc1-n1cnnn1	-2	0	-0.1	i	1	-10	-0.4	0	-49

Screening results deposited in PubChem BioAssay by several laboratories.
